# Bioassay records: PubChem BioAssay, National Center for Advancing Translational Sciences (NCATS)
# Peg3 imprint = genomic imprint erasure induction. AID 1948. Potency, µM (highest dose often 60.7 µM), without a hit: at the highest dose activity change, positive = activation, hits mostly activators. 0.02% of 110,000 active. mouse ES Peg3-LacZ reporter, beta-gal luminescence, 40 h;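 also: 0% = negative control wells on the plate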
#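 Each well holds 300 Peg3LacZ-Neo (maternal) female ES cells incubated 40 h at 37C, 5% CO2. LacZ is measured by BetaGlo luminescence, with AC50 and maximum efficacy derived from dose-response curves.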
# p53ts 39C kill = kills p53ts cells at the nonpermissive temperature; H1299-p53A138V viability at 39C, ATP luminescence, 24 h; Potency, µM (highest dose often 46.1 µM), for the others: top-dose activity change, negative = cell killing, most hits filed as cytotoxic; 1.5% of 130,000 active; AID 902; also: nearly all actives have a fitted effect of over 55% in size
# IkB signaling = inhibitors of IkB signaling in ABC-DLBCL cells; ABC-DLBCL IkBa-CBG/CBR dual luciferase ratio, 4 h; response scale: scaled: untreated 0%, proteasome inhibitor 100%; Potency, µM (titrated, usually from 57.1 µM), inactives show at the highest dose IkBa stabilization activation; 0.04% of 110,000 active; active = well fitted curve in the direction sought with a large enough effect in the signal ratio, not every such curve was filed as active; inconclusive = small, poorly fitted or top-dose-only effect, or a change in a side signal; the % refers to the signal ratio;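 also: the direction sought is a rising ratio; 0% = basal untreated cells and 100% = reference inhibitor full response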
#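 In this assay, an IκBα–CBG68 fusion accumulates when IKK-driven degradation is blocked; native CBR normalizes for cell number. OCI-Ly3 cells were treated 4 h with compound and doxycycline, then green and red light read after Chroma-Glo addition.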
# p53ts 32C tox = p53ts cell cytotoxicity, permissive temperature. H1299-p53A138V at 32C, ATP luminescence viability, 24 h. Potency, µM (doses to about 46.1 µM), for inactives: at the highest dose activity change, negative = cytotoxicity, actives largely listed as cytotoxic. AID 924. 0.93% of 130,000 active;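 also: 0% = DMSO and -100% = full killing by reference compound; nearly all actives have a fitted effect of over 55% in size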
#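 H1299-p53 A138V cells (temperature-sensitive p53) exposed 24 h to up to 46 uM compound at 32C, where p53 is wild-type in conformation. Viability read as ATP luminescence and normalised to DMSO and 100 uM tamoxifen. AC50 fitted with the Hill equation.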
# Numbers without * were called inactive; u = inconclusive; x = not tested or not shown; [ ] = another dose, or the depositor's remark. Unless noted, calls follow the shape of the dose curve; as a rule, active = well fitted curve in the direction sought with a large enough effect; inconclusive = small, poorly fitted or top-dose-only effect, or another doubt; inactive = no such curve, though single readings can be large; an effect the other way counts as inactive or inconclusive. Unless noted, % is scaled to controls: 0 for no effect and ±100 for the full control effect; potency is read from the fitted curve at half-maximal effect. Compounds as they come. About 1.8% of those tested had a hit in this group.
Molecule,Peg3 imprint,p53ts 39C kill,IkB signaling,p53ts 32C tox
Cn1c(=O)c2c(-c3ccccc3)n(-n3cnnc3)cc2n(C)c1=O,-28%,-11%,u,-5%
Cc1cc(=O)oc2cc(OCC(=O)N3CCCc4ccccc43)ccc12,4%,-8%,0.4%,4%
COc1ccc(-n2nnnc2SCC(=O)c2cccc(OC)c2)cc1,-24%,-14%,0.8%,3%
CCOC(=O)c1ccccc1NC(=O)c1cnc(N2CCOCC2)c2ccccc12,u,-16%,-1.3%,-8%
O=C(CCCn1c(=O)c2cccn2c2cccnc21)NCCc1ccc(Cl)cc1,-4%[10.9 µM],u,u,7%
COc1ccc(NC(=O)C(=O)NCC(c2cccnc2)N2CCc3ccccc32)cc1OC (configuration not stated),-11%[10.9 µM],12%,0.3%,5%
CCOc1ccc(C(=O)c2nc3c(n2O)CCCC3)cc1,-16%,-3%,-1.9%,-2%
CCOc1ccc(CCNC(=O)C2CC(=O)N(C3CCCC3)C2)cc1OCC (configuration not stated),-11%,1%,-0.5%,12%
CCOC(=O)Cn1c(S(=O)(=O)Cc2ccccc2)nc2ccccc21,-3%,-3%,-1.1%,10%
C=CCn1c(=O)c(C#N)cc2c(=O)n3ccccc3nc21,-12%,0%,-0.8%,12%
Cc1ccc(NC2=NCC(=O)N2c2ccc3c(c2)OCCO3)c(C)c1,7%,5%,-0.6%,1%
COc1cccc(C2c3c(oc4cc(C)cc(C)c4c3=O)C(=O)N2CCc2ccc(OC)c(OC)c2)c1 (configuration not stated),-5%[10.9 µM],-7%,u,2%
COc1cccc(COC(=O)c2nn(-c3ccccc3)nc2N)c1,-16%[10.9 µM],-6%,u,-6%
COc1cc(OC)c(NC(=O)CN(C)S(=O)(=O)c2ccc3c(c2)CCCC(=O)N3)cc1Cl,-7%[10.9 µM],-6%,-1.4%,-11%
Cc1ccc(-c2nnn(CC(=O)N(Cc3ccc(F)cc3)C(C(=O)NC3CCCC3)c3ccncc3)n2)o1 (configuration not stated),x,-6%,x,-19%
CC1CN(C(=O)CCC(=O)NCc2cccc(Cl)c2)c2ccccc2S1 (configuration not stated),3%[10.9 µM],u,u,17%
NS(=O)(=O)c1cccc2cccnc12,-2%,-6%,0.4%,16%
CCOC(=O)c1c(C)oc(/N=C/c2ccccc2O)c1C#N,-14%,-4%,3.0%,0%
COc1cccc(NC(=O)CCc2c(C)nc3nc(CNC(=O)c4cccc(F)c4)nn3c2C)c1,-6%[10.9 µM],-4%,u,0%
O=c1[nH]c(=O)n(Cc2ccccc2)c2nc(-c3ccco3)cc(C(F)(F)F)c12,-7%,-16%,1.1%,-12%
Cc1oc2c(c(C)cc3oc(=O)c(CC(=O)NCCc4ccc(Cl)cc4)c(C)c32)c1C,-7%[10.9 µM],-7%,u,0%
Cc1ccc(N2CC(NC(=O)CCCc3ccccc3)CC2=O)cc1 (configuration not stated),-5%[10.9 µM],-7%,u,-2%
NC(=O)c1c(-c2cccs2)csc1N,-5%,11%,0.8%,14%
CC1CCCCN1C(=O)CSc1nc(C2CC2)nc2c1cnn2-c1ccccc1 (configuration not stated),-11%,-15%,-0.3%,-4%
CC(=O)/C(=N\Nc1ccccc1)Oc1ccc([N+](=O)[O-])cc1,x,14%,x,-5%
CCC(=O)Nc1ccc(NC(=O)c2ccccc2Cl)nc1,-15%,-11%,u,-5%
CCOC(=O)C(C)n1cnc2c(nnn2-c2ccc(OC)cc2)c1=O (configuration not stated),-10%,-3%,0.5%,-2%
Cc1ccc(NC(=O)N2CCc3ccccc32)cc1,x,5µM*,x,4.5µM*
Cc1ccc2c(c1)C(c1ccccc1)N(C(=O)C(C)C)CC(=O)N2 (configuration not stated),7%,3%,1.3%,-4%
Cc1sc2c(c1C)c(=O)n(-c1ccccc1)c(=O)n2CC(=O)c1ccc(Cl)cc1,-7%[10.9 µM],-9%,-1.0%,13%
COc1ccc2c(c1)c1c(c(=O)n(CCc3ccccc3)c(=O)n1Cc1ccc(Cl)cc1)n2C,-1%[10.9 µM],6%,-0.1%,-5%
CCc1ccc(NC(=O)Cn2c3ncccc3c(=O)n2-c2ccc(C)c(C)c2)cc1,-7%[10.9 µM],-4%,-0.9%,12%
O=C(NCCC1=CCCCC1)C1CCN(c2nnc(-n3cccc3)s2)CC1,-15%,-6%,-0.2%,4%
COC(=O)c1cc2oc(C)cc2n1Cc1cc(C)ccc1C,-11%[10.9 µM],-23%,-1.8%,9%
COc1ccc(NC(=O)Cn2c(=O)n(CCC(=O)NCCc3ccc(OC)c(OC)c3)c(=O)c3ccccc32)cc1Cl,-4%[10.9 µM],10%,-1.3%,-6%
CCN(C(=O)C1CCN(S(=O)(=O)c2ccc3c(c2)CCCN3C(C)=O)CC1)c1cccc(C)c1,12%[10.9 µM],-25%,2.5%,-11%
O=c1c(Cl)c(NCCO)ncn1-c1ccccc1,6%,0%,2.6%,-4%
COc1ccccc1C(=O)N(Cc1nc(-c2ccc(Cl)cc2)no1)C(C)C,-9%,-25%,u,24%
Cc1noc(C)c1-c1ccc2ncnc(NC3CC3)c2c1,-13%,-10%,u,12%
CCOC(=O)c1c(Nc2ccccc2)nnc(-c2ccccc2)c1-c1ccccc1,-19%[10.9 µM],u,u,-11%
Cc1ccc2c(CN3C(=O)NC4(CCCCC4)C3=O)cc(=O)oc2c1C,-13%,6%,1.8%,-4%
CC(OC(=O)c1cc[n+]([O-])cc1)C(=O)Nc1ccc(Cl)cn1 (configuration not stated),-8%,-9%,5.4%,5%
CN(C)Cc1ccccc1-c1nc(NCc2cccs2)c2ccccc2n1,u,-12%,-6.1%[11.4 µM],-28%
CCc1ccccc1Nc1nn2c(=O)c3ccc(C(=O)NCc4ccc(C)cc4)cc3nc2s1,-6%[10.9 µM],-5%,u,u
Cc1cc(C)nc(NS(=O)(=O)c2ccccc2)n1,7%,6%,0.9%,3%
COC(=O)c1ccc(NC(=O)CN2C(=O)c3cccc4cccc2c34)cc1,-5%[10.9 µM],7%,3.5%,1%
CCC(C)NS(=O)(=O)c1ccc(NC(=O)c2c(-c3ccccc3)noc2C)cc1 (configuration not stated),-15%,-2%,-2.9%,-5%
CCOc1ccc(-c2nnn(CC(=O)c3cc(OC)ccc3OC)n2)cc1,2%,2%,-0.6%,0%
CCc1nc(C)c(C#N)c2cc(OC)c(OC)cc12,-2%,1%,-0.9%,-2%
Cc1ccc(Nc2nc3nonc3[nH]c2=O)cc1C,-53%[inhibitor],10µM*,u,13µM*
COC(=O)c1cc(OC)c(OC)c(OC)c1NC(=O)c1cc(=O)n(C)c(=O)n1C,-14%[10.9 µM],21%,-2.1%,-6%
CCOC(=O)c1cccc(NC(=O)CSc2nnc(C)n2Cc2ccccc2)c1,-9%,-5%,1.9%,5%
COc1cc(-c2cc3nc(C)c(C)c(=O)n3[nH]2)cc(OC)c1OC,1%,3%,0.2%,-7%
O=c1c2ccccc2nc2sc(Nc3cccc(C(F)(F)F)c3)nn12,-3%[10.9 µM],11%,1.9%,2%
Cc1ccc2[nH]cc(C(=O)CN3CCC4(CC3)OCCO4)c2c1,-19%,-14%,-0.7%,-11%
Cc1cc(C(F)F)n2nc(C(=O)Nc3ccccc3F)nc2n1,-4%,4%,1.2%,5%
COc1ccc(C(=O)Nc2cc(OC)nc(OC)n2)cc1,x,10µM*,x,16µM*
COc1ccc(C(=O)c2ccc(OC)c(N)c2)cc1N,-25%,-24%,u,-21%
Cn1c(CSc2nc3ccccc3s2)nnc1SCC(=O)NCc1ccccn1,x,2%,x,0%
O=C(CSCc1ccc(F)cc1)N1CCc2c([nH]c3ccccc23)C1c1ccc(Cl)cc1 (configuration not stated),-9%[10.9 µM],6%,u,19%

# New compounds follow:
Molecule,Peg3 imprint,p53ts 39C kill,IkB signaling,p53ts 32C tox
CC(C)N(C)CCOC(=O)c1ccc2c(c1)OCCO2,x,15%,x,10%
COc1ccc(-n2nnc(-c3nc(-c4cccs4)no3)c2N)cc1,-15%[10.9 µM],-16%,-1.2%,6%
CCOC(=O)N1CCN(c2cc(C)nc3nc(C)nn23)CC1,-11%,-9%,-0.8%,-7%
CN(C)CCCNC1=CC(=O)OC12CCCCC2,x,13%,x,-3%
COc1ccc(C2CC(=O)N(Cc3ccccc3C)c3c2c(C)nn3-c2nc(C)cc(C)n2)c(OC)c1 (configuration not stated),-12%[10.9 µM],18%,u,0%
CN(C)c1nc(N)nc(/C(C#N)=C/C2CC3C=CC2C3)n1 (configuration not stated),-2%,-3%,-3.7%,14%
Cc1cc(NC(=O)c2cccc(N3C(=O)CCC3=O)c2)no1,-3%,4%,2.0%,4%
COC(=O)c1ccc(CN2CCN(Cc3ccc(C(=O)OC)o3)CC2)o1,-8%,-9%,-0.7%,7%
CCOC(=O)CSc1nc(-c2ccccc2)cc(C(F)(F)F)n1,x,10%,x,-5%
O=C(CN1CCOCC1)Nc1ccc(Oc2ccccc2)cc1,-9%,3%,1.1%,4%
Cn1c(N)c(C(=O)COC(=O)c2cc(C(F)(F)F)nc3ccccc23)c(=O)n(Cc2ccccc2)c1=O,-7%,0%,x,2%
COc1ccc(S(=O)(=O)N2CCN(CC(=O)Nc3ccc(Cl)c(C(F)(F)F)c3)CC2)cc1,-16%[10.9 µM],-2%,3.8%,7%
CCCCCNS(=O)(=O)c1ccc(N2CCCCS2(=O)=O)cc1,-7%[10.9 µM],-8%,1.6%,-8%
CCOC(=O)C(NC(=O)CC)(Nc1ccccc1OC)C(F)(F)F (configuration not stated),-8%,2%,0.4%,4%
COCc1[nH]nc2c1C(c1ccc(F)cc1F)C(C#N)=C(N)O2 (configuration not stated),x,-12%,10%,-7%
COC(=O)c1ccc(CSc2nnc(N)s2)cc1,-32%[inhibitor],-12%,0.2%,-8%
COc1ccc(-n2c(=O)c(-c3cc(F)cc(F)c3)nc3cnc(N4CCOCC4)nc32)cc1,-11%,-23%,1.1%[11.4 µM],-3%
CCc1nnc(NC(=O)CCC(=O)N2CCN(CCc3ccccc3)CC2)s1,-11%,4%,u,0%
Cc1ccc(NC2=CC(=O)CC(c3ccco3)C2)c(N)c1 (configuration not stated),10%,-4%,3.2%,-6%
N#CCCNC(=O)CCN1CCOCC1,-16%,5%,-3.8%,-3%

# Four entries from above in a different format.
# Values in the order: Peg3 imprint | p53ts 39C kill | IkB signaling | p53ts 32C tox
CC(C)N(C)CCOC(=O)c1ccc2c(c1)OCCO2
    x | 15% | x | 10%
COc1ccc(-n2nnc(-c3nc(-c4cccs4)no3)c2N)cc1
    -15%[10.9 µM] | -16% | -1.2% | 6%
CCOC(=O)N1CCN(c2cc(C)nc3nc(C)nn23)CC1
    -11% | -9% | -0.8% | -7%
CN(C)CCCNC1=CC(=O)OC12CCCCC2
    x | 13% | x | -3%

# Additional entries follow.
Molecule,Peg3 imprint,p53ts 39C kill,IkB signaling,p53ts 32C tox
COc1ccc(S(=O)(=O)Nc2ccc(-c3cn4c(C)csc4n3)cc2)cc1,-6%[10.9 µM],7%,u,4%
CCN(C1CCCCC1)S(=O)(=O)c1ccc(C(=O)O)cc1,0%,-4%,1.9%,2%
CCOC(=O)CSc1nnc(-c2cccc(Cl)c2)n1CC,-12%,2%,1.0%,3%
COc1ccc(C2c3c(oc4ccccc4c3=O)C(=O)N2c2nc(C)c(C)s2)cc1 (configuration not stated),-4%[10.9 µM],-2%,-1.1%,3%
COc1ccc(-c2nnn(CC(=O)N3CCN(c4ccccc4OC)CC3)n2)cc1,x,14%,x,5%
Cc1ccc(CNC(=O)CN2CCN(Cc3ccc(C)cc3)C2=O)cc1,-9%,-3%,-0.7%,0%
CCOc1ccc(NC(=O)c2nn(C)c3c2COc2ccccc2-3)cc1,-19%[10.9 µM],-8%,-1.8%,9%
